Nrf2 activator: activators of Nrf2 (ARE) signaling; Potency, µM (doses to about 46.1 µM), inactives show top-dose activation, most hits filed as activators; AREc32 ARE-luciferase reporter (MCF7-derived line), luminescence, 24 h; hit rate 0.31% among 410,000; AID 624171; note: potency is the fitted concentration of half-maximal effect; % of control where 0% means no effect; nearly all actives have a fitted effect of over 65% in size
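Luminescent ARE reporter assay in AREc32_Fluc cells: overnight plating at 37 deg C, 24 hr compound incubation, Steady-Glo added, 30 min RT before reading.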
S2 tox: cell viability loss in ATXN counter-screen. Potency, µM (highest dose often 56.7 µM), usual class: cytotoxic. AID 651635. S2 cells (HEK-293 line with an ATXN2-luciferase reporter) viability, CellTiter-Fluor protease fluorescence, 24 h. hit rate 0.49% among 400,000; note: potency is the fitted concentration of half-maximal effect; nearly all actives have a fitted effect of over 40% in size
HepG2 tox: HepG2 cytotoxicity, counter-screen for TGF-b inhibitors. AID 588856. Potency, µM (highest dose often 46.1 µM), for inactives: top-dose activity change, negative = cytotoxicity, usual class: cytotoxic. hit rate 0.76% among 410,000. HepG2 CAGA-GFP viability, ATP luminescence, 18 h; note: potency is the fitted concentration of half-maximal effect; some results filed as inactive show a strong effect at the top dose
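CellTiter-Glo luminescence gave cytotoxicity after 18 hours at 37 degrees C. The cells were HepG2 CAGA-GFP in 1% FBS DMEM, stimulated with 500 pg/mL TGF-beta after compound addition. %Activity was normalised to no-cell wells (complete cell-killing) and DMSO (no toxicity), and curves were fitted and classified.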
TGFb inhibitor: blocks TGF-b signaling; Potency, µM (titrated, usually from 46.1 µM), for the others: at the top dose activity, negative = inhibition, usual class: inhibitors; AID 588855; HepG2 CAGA-GFP TGF-b/SMAD3 reporter, GFP fluorescence, 18 h; TGF-beta stimulated, 500 pg/mL final; hit rate 1.2% among 410,000; note: potency is the fitted concentration of half-maximal effect; % is set by controls: 0 for no effect and ±100 for the full control effect; nearly all actives have a fitted effect of over 65% in size
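Inhibition of TGF-beta-driven CAGA-GFP reporter expression in HEPG2 cells is measured by cellular GFP fluorescence after 18 h stimulation with 500 pg/mL recombinant TGF-beta in 1% FBS medium at 37 degrees C.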
A549 viability: kills or reduces viability of A549 cells in Nrf2 counter-screen | A549 ARE-Fluc cells, CellTiter-Fluor viability, 18-24 h | Potency, µM (highest dose often 46 µM), for the others: top-dose activity change, negative = cytotoxicity, hits mostly inhibitors | hit rate 0.16% among 390,000; note: potency is the fitted concentration of half-maximal effect; % is set by controls: 0 for no effect and ±100 for the full control effect
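Cytotoxicity counterscreen: CellTiter-Fluor fluorescence was measured in A549 ARE_Fluc cells after 18-24 h of compound exposure in a concentration series. The subsequent BugLite luminescent read reports ARE-luciferase activity.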
Nrf2 inh: blocks Nrf2 signaling; A549 ARE-Fluc reporter, luciferase luminescence, 18-24 h; Potency, µM (top dose mostly 46 µM), inactives show top-dose activity change, negative = inhibition, actives largely listed as inhibitors; hit rate 2.1% among 360,000; AID 504444; note: potency is the fitted concentration of half-maximal effect; % is set by controls: 0 for no effect and ±100 for the full control effect; nearly all actives have a fitted effect of over 60% in size
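Two sequential reads on A549 ARE_Fluc cells exposed to compound for 18-24 h: a CellTiter-Fluor fluorescence read for viability, then a luciferase luminescence read for Nrf2/ARE activity.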
IL2 activator: IL-2 activation; activation, % (series mostly up to about 46 µM); IL-2 activation reporter assay, cell-based qHTS; stimulated with anti-CD3/CD4/CD28 beads; in transgenic mouse T cells; hit rate 0.065% among 360,000; AID 652025; in the data active = activation above about 50%; inconclusive = mostly about 30% to 49%; note: 0% is about no effect
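Screening format: compound pinned onto unstimulated transgenic mouse T cells, 60 min incubation, then anti-CD3/anti-CD4/anti-CD28 bead stimulation for 18 hours at 37 degrees C, followed by EGFP and DsRed detection.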
ATXN2 expr inh: reduces ATXN2 reporter expression in HEK-293 cells; hit rate 0.72% among 360,000; HEK-293 ATXN2-luciferase reporter, luminescence, 24 h; Potency, µM (top dose mostly 57 µM), without a hit: top-dose activity change, negative = inhibition, usual class: inhibitors; note: potency is the fitted concentration of half-maximal effect; % is set by controls: 0 for no effect and ±100 for the full control effect; nearly all actives have a fitted effect of over 55% in size
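ATXN2-luciferase reporter cells (luciferase flanked by upstream and downstream ATXN2 gene portions) were treated 24 h at 37 °C with compounds at up to 57 uM. SteadyGlo luminescence gave expression; GF-AFC fluorescence gave viability.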
EPAC2 ag: agonists of human EPAC2 (RAPGEF4). Q8WZA2. EPAC2 activation, biochemical qHTS; response scale: 100% = 6.5 mM cAMP response. Potency, µM (highest dose often 154 µM), inactives show top-dose activation, most hits filed as activators. hit rate 0.079% among 360,000. AID 720711; note: potency is the fitted concentration of half-maximal effect; nearly all actives have a fitted effect of over 50% in size
Target sequence (Q8WZA2 whole entry, looked up): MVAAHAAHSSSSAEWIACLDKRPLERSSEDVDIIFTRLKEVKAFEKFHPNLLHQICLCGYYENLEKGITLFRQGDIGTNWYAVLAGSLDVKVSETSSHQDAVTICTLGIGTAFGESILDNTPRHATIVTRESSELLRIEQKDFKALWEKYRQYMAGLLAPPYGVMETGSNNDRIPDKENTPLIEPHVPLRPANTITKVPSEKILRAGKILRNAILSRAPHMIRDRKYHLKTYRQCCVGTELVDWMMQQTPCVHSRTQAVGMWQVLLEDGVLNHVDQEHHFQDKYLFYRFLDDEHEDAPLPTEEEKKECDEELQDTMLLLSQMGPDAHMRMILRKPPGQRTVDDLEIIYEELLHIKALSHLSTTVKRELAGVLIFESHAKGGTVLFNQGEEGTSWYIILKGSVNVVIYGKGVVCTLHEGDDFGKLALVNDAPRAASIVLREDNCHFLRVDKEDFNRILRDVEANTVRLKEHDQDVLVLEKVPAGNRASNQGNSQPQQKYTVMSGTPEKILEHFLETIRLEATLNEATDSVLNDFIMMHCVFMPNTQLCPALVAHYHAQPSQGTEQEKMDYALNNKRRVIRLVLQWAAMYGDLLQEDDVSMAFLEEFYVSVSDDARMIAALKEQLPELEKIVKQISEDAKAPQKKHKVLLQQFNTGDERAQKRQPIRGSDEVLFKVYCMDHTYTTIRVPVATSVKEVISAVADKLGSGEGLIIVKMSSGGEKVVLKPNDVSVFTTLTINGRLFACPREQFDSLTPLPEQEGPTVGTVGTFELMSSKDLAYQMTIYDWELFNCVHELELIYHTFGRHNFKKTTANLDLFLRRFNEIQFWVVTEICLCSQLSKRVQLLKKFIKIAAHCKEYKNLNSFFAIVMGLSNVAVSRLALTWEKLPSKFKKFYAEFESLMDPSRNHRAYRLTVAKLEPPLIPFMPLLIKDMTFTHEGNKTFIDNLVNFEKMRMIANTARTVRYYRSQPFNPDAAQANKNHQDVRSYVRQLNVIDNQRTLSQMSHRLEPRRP
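Compounds were titrated in qHTS against a Rap1B-BODIPY-GDP (250 nM) complex with EPAC2 (100 nM) and GDP (50 uM). BODIPY-GDP release tracked at 480/540 nm over 30 min at room temperature, normalized to 6.5 mM cAMP.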
* = called active by the depositor; [ ] = remark or other dose. Unless noted, calls come from the whole dose curve; as a rule, active = well fitted curve in the direction sought with a large enough effect; inconclusive = small, poorly fitted or top-dose-only effect, or another doubt; inactive = no such curve, though single readings can be large; an effect the other way counts as inactive or inconclusive.

Results for Cc1cc(-c2[nH]nc3c2C(c2ccc(Cl)cc2)C(C#N)=C(N)O3)c(C)s1 (configuration not stated) ?
Nrf2 activator: 3.7%; S2 tox: inactive; HepG2 tox: -4.4%; TGFb inhibitor: -9.6%; A549 viability: -12.0%; Nrf2 inh: 3.3%; IL2 activator: -1.4; ATXN2 expr inh: -3.0%; EPAC2 ag: 4.3%

Results for O=C(CCC(=O)OCC(=O)c1ccc(Br)cc1)NC1CCCCC1 ?
Nrf2 activator: 0.7%; S2 tox: inactive; HepG2 tox: -12.4%; TGFb inhibitor: 17.2%; A549 viability: 0.0%; Nrf2 inh: inconclusive; IL2 activator: -1.1; ATXN2 expr inh: 4.6%; EPAC2 ag: -0.8%

What do the screens show for `O=C(CN1CCC(NC(=O)Nc2ccccc2)CC1)Nc1cccc([N+](=O)[O-])c1`?
Nrf2 activator: 7.9%; S2 tox: inactive; HepG2 tox: -40.4%; TGFb inhibitor: -20.7%; A549 viability: -8.2%; Nrf2 inh: 3.0%; IL2 activator: 1.7; ATXN2 expr inh: -9.6%; EPAC2 ag: 7.8%

What do the screens show for `O=C(NNS(=O)(=O)c1ccccc1[N+](=O)[O-])c1cc2ccccc2cc1O`?
Nrf2 activator: 8.6%; S2 tox: inconclusive; HepG2 tox: 7.4%; TGFb inhibitor: 0.1%; A549 viability: -0.7%; Nrf2 inh: 24.2%; IL2 activator: 1.5; ATXN2 expr inh: -15.4%; EPAC2 ag: 4.6%

Results for Cn1c(SCC(=O)NC2CCCCC2)nnc1-c1ccc(N)cc1 ?
Nrf2 activator: 0.2%; S2 tox: inactive; HepG2 tox: -11.0%; TGFb inhibitor: -14.1%; A549 viability: 1.6%; Nrf2 inh: -8.1%; IL2 activator: -0.6; ATXN2 expr inh: -2.2%; EPAC2 ag: 10.7%

How did O=C1C(=Cc2ccccc2Cl)CCc2ccccc21 do in these assays?
Nrf2 activator: inconclusive; S2 tox: inactive; HepG2 tox: -43.2%; TGFb inhibitor: inconclusive; IL2 activator: -0.6; ATXN2 expr inh: 3.7%; EPAC2 ag: 3.3%

Results for Cc1ccc([C@@H]2CC(=O)[C@@H]3CN(S(=O)(=O)c4ccc(C)cc4)[C@H](c4ccc(Cl)cc4)C[C@@H]3N2S(=O)(=O)c2ccc(Cl)cc2)cc1 ?
Nrf2 activator: 0.1%; S2 tox: inactive; HepG2 tox: -3.1%; TGFb inhibitor: -0.1%; IL2 activator: 1.2; ATXN2 expr inh: 11.5%; EPAC2 ag: -1.6%

What do the screens show for `CC1CCCN(C(=O)CSc2nnc(-c3ccncc3)n2C)C1` (configuration not stated)?
Nrf2 activator: -1.1%; S2 tox: inactive; HepG2 tox: 12.4%; TGFb inhibitor: -13.0%; A549 viability: -0.7%; Nrf2 inh: 12.0%; IL2 activator: -0.2; ATXN2 expr inh: 21.6%; EPAC2 ag: 6.1%

Results for O=C(Nc1nc2ccc(Cl)cc2s1)[C@@H]1CCCN1C(=O)c1cccs1 ?
Nrf2 activator: inconclusive; S2 tox: inactive; HepG2 tox: -2.9%; TGFb inhibitor: inconclusive; A549 viability: -4.5%; Nrf2 inh: 28.5%; IL2 activator: -1.6; ATXN2 expr inh: -11.1%; EPAC2 ag: 5.6%

How did C(=NN1CCCCCC1)c1ccc2c(c1)OCO2 do in these assays?
Nrf2 activator: 0.6%; S2 tox: inactive; HepG2 tox: -3.5%; TGFb inhibitor: 8.4%; A549 viability: 4.9%; Nrf2 inh: inconclusive; IL2 activator: -1.0; ATXN2 expr inh: 85.9%[activator]; EPAC2 ag: 6.4%

How did CC12Cc3ccc4ccccc4c3C=C1C[N+](C)(C)C2 (configuration not stated) do in these assays?
Nrf2 activator: -0.5%; S2 tox: inactive; HepG2 tox: -9.1%; TGFb inhibitor: 13.7%; A549 viability: -18.9%; Nrf2 inh: 1.3µM*; IL2 activator: 0.3; ATXN2 expr inh: -10.5%; EPAC2 ag: 5.6%

How did Nn1cc(-c2ccccc2)nc1SCC(=O)NCC(F)(F)F do in these assays?
Nrf2 activator: -0.6%; S2 tox: inactive; HepG2 tox: -11.7%; TGFb inhibitor: 11.1%; A549 viability: -2.6%; Nrf2 inh: 11.8%; IL2 activator: 0.3; ATXN2 expr inh: -22.2%; EPAC2 ag: 4.6%

How did COc1ccc(C2C(C(C)=O)=C(O)C(=O)N2c2nc3ccccc3s2)cc1OC (configuration not stated) do in these assays?
Nrf2 activator: 0.7%; S2 tox: inactive; HepG2 tox: -10.9%; TGFb inhibitor: -5.8%; A549 viability: -3.4%; Nrf2 inh: -5.8%; IL2 activator: 0.6; ATXN2 expr inh: -16.0%; EPAC2 ag: 9.8%

What do the screens show for `CCOC(=O)N1CCN(C(=O)CSc2ccc(Cl)cc2)CC1`?
Nrf2 activator: 2.7%; S2 tox: inactive; HepG2 tox: -35.9%; TGFb inhibitor: inconclusive; A549 viability: 15.5%; Nrf2 inh: 14.4%; IL2 activator: -0.5; ATXN2 expr inh: 24.9%; EPAC2 ag: 1.6%

How did COC(=O)[C@]1(C)N[C@H](c2ccc(-c3ccc(F)cc3)cc2)[C@@H]2C(=O)N(C)C(=O)[C@@H]21 do in these assays?
Nrf2 activator: -1.3%; S2 tox: inactive; HepG2 tox: 6.3%; TGFb inhibitor: -0.1%; A549 viability: 0.7%; Nrf2 inh: -17.3%; IL2 activator: -3.9; ATXN2 expr inh: -4.6%; EPAC2 ag: -4.1%

What do the screens show for `N#Cc1cc(C(=O)c2cc(F)ccc2O)cn(-c2nccs2)c1=O`?
Nrf2 activator: 8.0%; S2 tox: inactive; HepG2 tox: -27.5%; TGFb inhibitor: 8.7%; A549 viability: 3.0%; Nrf2 inh: 17.2%; IL2 activator: -1.3; ATXN2 expr inh: -24.0%; EPAC2 ag: 112µM*

Results for CC(C)C(NS(=O)(=O)c1c(Cl)cccc1Cl)C(=O)OCC(=O)c1c[nH]c2ccccc12 (configuration not stated) ?
Nrf2 activator: 0.5%[9.22 µM]; S2 tox: inactive; HepG2 tox: -27.4%; TGFb inhibitor: inconclusive; A549 viability: inconclusive; Nrf2 inh: 23.1µM*; IL2 activator: -0.5; ATXN2 expr inh: 6.9%; EPAC2 ag: 12.2%

Results for COc1ccc(NC(=O)COC(=O)C2COc3ccccc3O2)cc1OC (configuration not stated) ?
Nrf2 activator: -0.6%; S2 tox: inactive; HepG2 tox: 4.5%; TGFb inhibitor: 6.4%; IL2 activator: 3.2; EPAC2 ag: -0.7%

Results for Cc1ccc(C(=O)Nc2ccnc(-c3cccnc3)n2)cc1 ?
Nrf2 activator: 2.3%; S2 tox: inactive; HepG2 tox: 15.0%; TGFb inhibitor: -4.5%; A549 viability: 6.4%; Nrf2 inh: 9.0%; IL2 activator: 0.5; ATXN2 expr inh: 4.5%; EPAC2 ag: 5.3%

How did NS(=O)(=O)c1ccc(NCc2cc(Cl)ccc2OCc2ccccc2F)cc1 do in these assays?
Nrf2 activator: 0.6%; S2 tox: inconclusive; HepG2 tox: -105.3%; TGFb inhibitor: inconclusive; A549 viability: -1.6%; Nrf2 inh: inconclusive; IL2 activator: -2.8; ATXN2 expr inh: inconclusive; EPAC2 ag: 11.7%

How did CCCCn1c(CCC)nc([N+](=O)[O-])c1Sc1ccc(Cl)cn1 do in these assays?
Nrf2 activator: 11.2µM*; S2 tox: inactive; HepG2 tox: 0.5%; TGFb inhibitor: -10.1%; A549 viability: 0.8%; Nrf2 inh: inconclusive; IL2 activator: -1.7; ATXN2 expr inh: inconclusive; EPAC2 ag: -0.4%

Results for Cc1nn(Cc2ccc(F)cc2)c(C)c1NC(=O)c1cccnc1Cl ?
Nrf2 activator: -0.5%; S2 tox: inactive; HepG2 tox: -13.8%; TGFb inhibitor: 2.9%; A549 viability: 2.2%; Nrf2 inh: -22.9%; IL2 activator: 0.4; ATXN2 expr inh: 4.5%; EPAC2 ag: 7.0%

What do the screens show for `Nc1cccc2[nH]c(C(F)(F)F)nc12`?
Nrf2 activator: -0.4%; S2 tox: inactive; HepG2 tox: 18.5%; TGFb inhibitor: -11.6%; A549 viability: -2.1%; Nrf2 inh: 0.5%; IL2 activator: 0.8; ATXN2 expr inh: -36.1%; EPAC2 ag: 0.7%

How did O=S(=O)(c1ccc(Cl)cc1)c1nc(-c2ccco2)oc1SCc1ccccc1F do in these assays?
Nrf2 activator: 3.6%; S2 tox: inactive; HepG2 tox: -1.4%; TGFb inhibitor: -10.6%; A549 viability: 10.2%; Nrf2 inh: 3.2%[9.27 µM]; ATXN2 expr inh: -17.2%

Results for O=C(NCCCN1CCOCC1)C1(c2ccccc2)CCOCC1 ?
Nrf2 activator: 0.3%; S2 tox: inactive; HepG2 tox: 5.1%; TGFb inhibitor: -9.4%; A549 viability: -8.4%; Nrf2 inh: 7.8%; IL2 activator: -2.5; ATXN2 expr inh: -2.3%; EPAC2 ag: -0.5%

How did Cc1ccc(Sc2c(O)c3ccccc3n(C)c2=O)cc1 do in these assays?
Nrf2 activator: -0.6%; S2 tox: inactive; HepG2 tox: -1.9%; TGFb inhibitor: -0.4%; A549 viability: -1.6%; Nrf2 inh: -1.6%; IL2 activator: -0.5; ATXN2 expr inh: 0.5%; EPAC2 ag: -5.5%
